High-throughput results deposited in PubChem BioAssay by several laboratories.
Mtb BioA inh: M. tuberculosis BioA enzyme inhibitors, primary screen, biochemical, plate reader, single point, HTS; 360,000 tested, 0.096% active; purified M. tuberculosis BioA enzyme; 7,8-diaminopelargonic acid synthase BioA (Mycobacterium tuberculosis); inhibition, % at 9.99 µM; AID 602481, 2012; in the data active = inhibition above about 40%; inconclusive = no clear call, values can overlap the other calls
BoNT-F LC inh: BoNT/F light chain protease inhibitors, primary screen, biochemical, flow cytometry, MLPCN library; 360,000 tested, 0.22% active; inhibition, % at 10 µM; Multiplex microsphere protease cleavage assay; Botulinum neurotoxin type F light chain protease (Clostridium botulinum); in the data active = inhibition above about 35%, passing the limit was not always enough; inconclusive = no clear call, values can overlap the other calls; also: plate controls were buffer without enzyme for full effect and enzyme alone for no effect
BoNT A protease: BoNT/A light chain protease inhibitors, primary screen, biochemical, flow cytometry, MLPCN library; Botulinum neurotoxin type A light chain protease (Clostridium botulinum A str. ATCC 3502); multiplex microsphere protease substrate cleavage; inhibition, % at 10 µM; 360,000 tested, 0.17% active; AID 588499, 2011; in the data active = inhibition above about 30%; inconclusive = no clear call, values can overlap the other calls; also: plate controls were buffer without enzyme for full effect and enzyme alone for no effect
PrPC surface inh: inhibitors of human cell surface prion protein PrPC, primary screen, cell-based, TR-FRET. Major prion protein (Homo sapiens), P04156. 370,000 tested, 0.43% active. AID 720596, 2013. inhibition, % at 13.8 µM. TR-FRET read-out; in the data active = inhibition above about 24%; also: 0% = median of the test wells and 100% = reference compound wells
GDH-TPI inh: GDH-TPI coupling enzyme inhibitors, primary screen, artefact control for M. tuberculosis FBA inhibitor project, biochemical, absorbance, full deck; GDH-TPI coupled enzyme counterscreen, NADH absorbance; inhibition, % at 4.8 µM; 360,000 tested, 1.2% active;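 also: 0% = DMSO wells and 100% = wells lacking the enzyme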
FadD28 FP inh: inhibitors of FadD28 bisubstrate probe binding, primary screen, biochemical, fluorescence polarization, single point | Mycobacterium tuberculosis FadD28 fatty-acid-AMP ligase | AID 588549, 2011 | inhibition, % at 12.5 µM | 360,000 tested, 0.22% active; in the data active = inhibition above about 8.5%, passing the limit was not always enough; inconclusive = no clear call, values can overlap the other calls
CCHF vOTU inh: CCHFV vOTU protease inhibitors, primary screen, biochemical, Pep-AMC substrate, fluorescence; inhibition, % at 11.5 µM; 370,000 tested, 0.55% active; AID 651958, 2012; also: 0% = vehicle wells with enzyme and 100% = no enzyme wells
UGM FP inh: M. tuberculosis UGM enzyme inhibitors, primary screen, biochemical, fluorescence polarization, single point; 320,000 tested, 0.06% active; inhibition, % at 10 µM; purified UGM, fluorescence polarization probe displacement; in the data active = inhibition above about 10%, passing the limit was not always enough; inconclusive = no clear call, values can overlap the other calls
Target sequence (P9WIQ1 whole entry, looked up): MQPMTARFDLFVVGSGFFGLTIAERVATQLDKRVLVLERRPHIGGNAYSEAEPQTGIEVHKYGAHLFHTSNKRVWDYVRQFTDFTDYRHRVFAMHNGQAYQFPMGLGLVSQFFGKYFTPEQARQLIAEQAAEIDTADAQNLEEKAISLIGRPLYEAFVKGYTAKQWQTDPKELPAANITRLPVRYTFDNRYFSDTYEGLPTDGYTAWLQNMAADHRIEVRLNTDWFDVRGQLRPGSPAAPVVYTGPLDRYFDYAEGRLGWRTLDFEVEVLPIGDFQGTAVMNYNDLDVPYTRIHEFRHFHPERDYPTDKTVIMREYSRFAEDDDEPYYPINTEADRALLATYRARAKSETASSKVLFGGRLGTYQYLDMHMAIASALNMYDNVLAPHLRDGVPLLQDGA
Mtb FBA inh: Mtb FBA enzyme inhibitors, primary screen, biochemical, fluorescence, strain H37Rv; Fructose-bisphosphate aldolase (Mycobacterium tuberculosis (strain ATCC 25618 / H37Rv)), …; purified M. tuberculosis FBA, fluorescence read-out; inhibition, % at 1 µM; 360,000 tested, 2.3% active; AID 588726, 2011; in the data active = inhibition above about 27%;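 also: 0% = vehicle and 100% = reference inhibitor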
Target sequence (P9WQA3 whole entry, looked up): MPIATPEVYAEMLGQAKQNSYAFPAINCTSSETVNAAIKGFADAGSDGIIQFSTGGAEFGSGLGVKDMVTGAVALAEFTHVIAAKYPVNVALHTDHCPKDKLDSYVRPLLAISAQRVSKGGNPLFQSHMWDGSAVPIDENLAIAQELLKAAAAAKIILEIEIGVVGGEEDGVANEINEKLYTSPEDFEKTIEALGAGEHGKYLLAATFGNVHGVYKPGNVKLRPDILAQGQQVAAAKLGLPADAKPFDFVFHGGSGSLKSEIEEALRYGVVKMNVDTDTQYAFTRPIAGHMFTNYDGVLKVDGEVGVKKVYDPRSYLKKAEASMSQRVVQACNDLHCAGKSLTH
An asterisk follows results filed as active; u = inconclusive; x = no result given. Rule as the data show it, unless noted: active = inhibition above about 30%; inactive = the rest.

SMILES	Mtb BioA inh	BoNT-F LC inh	BoNT A protease	PrPC surface inh	GDH-TPI inh	FadD28 FP inh	CCHF vOTU inh	UGM FP inh	Mtb FBA inh
CS(=O)(=O)N1CCc2cc(NC(=O)c3ccc(Cl)cc3Cl)ccc21	x	1	-1.1	8	-3	0.7	10	3.1	-2
COc1ccc([C@H]2CC(=O)C=C(c3cc4ccccc4c4ccccc34)C2)cc1	-0.3	-6	-0.4	4	17	-3.5	1	2.5	-3
CCOC(=O)C1CCN(S(=O)(=O)c2ccc(-n3cnnn3)c(C)c2)CC1	-1.3	-7	0.8	-3	7	-1.9	-2	0.0	0
O=C(Cc1ccc(S(=O)(=O)N2CCOCC2)s1)NNC(=O)c1ccccc1Cl	-3.7	-3	0.3	-2	14	-0.6	-9	0.3	2
COc1ccc(CCNC(=O)NC(C(F)(F)F)C(F)(F)F)cc1OC	0.8	u	0.3	3	-6	-1.4	8	-3.4	-1
CCN1C(=O)CSc2ccc(C(=O)NCc3ccc(OC)cc3)cc21	-0.7	-6	-0.3	7	-12	-3.9	-9	5.8	-4
COc1ccc(CN=C(N)N=C(N)N)cc1Cl	3.2	0	-1.0	-4	3	-1.0	4	-1.5	-5
Nn1c(SCC(=O)Nc2ccccc2Br)nnc1-c1ccco1	-0.1	4	1.3	5	-8	-1.8	-8	1.7	1
CN(c1ncc(C(F)(F)F)cc1Cl)N1C(=O)C2ONC3(C(=O)CC(C)(C)CC3=O)C2C1=O (stereo not drawn)	x	0	-1.6	7	11	0.9	19	0.5	4
COc1ccc(-c2oc3ncnc(NCCCN4CCOCC4)c3c2-c2ccc(OC)cc2)cc1	0.2	-14	-0.1	6	14	-1.2	-13	1.8	108*
CCCCOc1ccc(C(=O)NCCc2cccs2)cc1	x	-4	-0.7	x	2	-0.4	x	-2.2	-2
O=C(NCC1COc2ccccc2O1)C1CCN(S(=O)(=O)c2ccc(Cl)cc2)CC1 (stereo not drawn)	0.7	0	-0.3	-2	5	-5.2	-4	-0.3	-2
O=C(COC(=O)COc1ccc(Cl)cc1)NC1CCCCC1	1.1	1	-0.8	4	3	-1.0	5	3.5	5
O=C(Nc1ccc(NC(=O)c2ccco2)cc1)c1ccc2c(c1)OCO2	-4.4	-5	-0.4	-8	7	-0.1	-3	-2.3	1
CC1(C)CC(=O)C(/C=N/n2c(C(F)(F)F)nc3ccccc3c2=O)=C(O)C1	-0.4	6	0.5	3	8	3.8	-2	-0.5	0
CCC(=O)NC1=C(C#N)C2(CCCC2)Cc2ccccc21	0.4	-8	1.7	-1	10	-4.9	-1	-1.3	-8
c1cnc(SCCOc2cccc3ccccc23)nc1	x	9	-0.3	-3	-6	-2.5	5	-4.4	0
CCOC(=O)N1CCN(C(=O)c2cn(C)c(=O)c3c2c2ccccc2n3C)CC1	2.7	3	2.5	4	16	-0.1	-19	-2.6	41*
CCN(CC(=O)Nc1ccccc1C(F)(F)F)C(=O)CCOc1ccc(C)cc1	-3.1	-4	-0.6	2	-4	-3.9	3	x	-1
N#CC1=C(N)OC2=C(C(=O)CCC2)C1c1ccoc1 (stereo not drawn)	x	9	-0.7	-5	9	0.7	-12	3.7	-4
CCN(C(=O)CSc1nnc(Nc2cccc(C)c2C)s1)C1CCS(=O)(=O)C1 (stereo not drawn)	0.9	-14	-0.6	-4	5	-0.9	6	-0.2	2
CCOc1ccc2nc3ccc4[nH]onc4c3c2c1	-2.0	50*	u	4	11	1.8	-14	2.1	10
CCc1ccc(-n2c(=S)sc3c(=O)n(-c4ccccc4OC)c(=S)[nH]c32)cc1	-0.8	-2	-1.4	2	4	-0.6	-9	-2.2	1
COc1ccc(Cc2nc3ccc(C(=O)NCC4CCOCC4)cc3o2)cc1OC	1.6	0	0.0	-3	-4	-1.6	-4	1.6	0
COc1ccccc1C(=O)C1CCCN(C(=O)C2=CC(=O)CC(C)(C)O2)C1 (stereo not drawn)	-0.4	7	2.2	6	0	-0.8	-3	-0.9	1

(listing goes on)
SMILES	Mtb BioA inh	BoNT-F LC inh	BoNT A protease	PrPC surface inh	GDH-TPI inh	FadD28 FP inh	CCHF vOTU inh	UGM FP inh	Mtb FBA inh
Cc1ncoc1C(=O)NCC1=C(c2ccc3ccccc3c2)C[C@@H]2CC[C@H]1N2Cc1ccco1	-0.1	-6	-0.6	-9	-2	-2.2	-5	x	0
Cc1cccc(NC(=O)CSc2n[nH]c(-c3ccncc3)n2)c1C	-1.1	-4	-1.0	1	3	-2.2	1	-1.6	-1
O=C(Nc1ccccc1)c1cc2ccccc2o1	6.5	-7	-0.6	0	6	-4.6	12	2.8	-4
O=C(NCc1ccco1)C(=O)NCC1OCCCN1S(=O)(=O)c1ccc(F)cc1 (stereo not drawn)	x	-3	-0.4	-3	2	0.1	-3	3.3	4
CC(=O)NC(c1ccc(F)c(F)c1)c1nc(-c2cccc(C(=O)O)c2)cs1 (stereo not drawn)	-0.6	1	-0.1	-3	8	-0.7	4	x	-2
CC1CN(C(C)C)C(C)CC1OC(=O)c1ccccc1 (stereo not drawn)	-0.7	18	1.7	-3	7	-0.3	-10	-2.6	1
CCc1c(O)nc(SCC(=O)Nc2ccccc2OC)n(-c2ccccc2C)c1=O	-1.1	4	1.4	-2	7	0.1	14	-1.5	-1
O=C(NCc1ccc(Cl)cc1)NCC(F)(F)F	-0.7	6	-0.3	7	0	0.4	1	-1.1	2
CN(C)c1ncc(S(=O)(=O)c2ccc(Cl)cc2)c(-c2ccccc2)n1	-4.4	5	0.3	12	4	-3.5	-4	-1.3	1
CC1=CC2C(C3C=CC2(C)C(=O)C3(C)O)C(C)(O)C1=O (stereo not drawn)	x	-5	-0.3	1	4	-3.3	-2	x	0
O=C1C[C@H]2CCCCC(=O)N3CC[C@@H](C1)[C@@H]23	0.5	-11	-0.6	-1	-2	-0.3	-8	x	1
O=C1NC(Cc2c[nH]c3ccccc23)C(=O)N1CCOc1ccccc1 (stereo not drawn)	x	2	0.7	-7	-8	0.1	-3	0.7	1
Cc1ccccc1C(=O)Nc1ccc(C(=O)NNC(=O)CCCOc2ccc(Cl)cc2Cl)cc1	-0.8	2	-0.3	5	1	-3.3	-4	-2.5	-5
CCC(=O)c1ccc(OCC(O)Cn2nc(C)c(Br)c2C)cc1 (stereo not drawn)	-0.5	u	-1.4	11	10	-3.8	13	-1.7	-2
CCCc1cc(=O)[nH]c(SCc2csc(-c3ccccc3)n2)n1	x	-1	-0.4	-4	-1	-3.0	-14	-2.3	-4
O=C(Cn1c(=O)oc2cc(S(=O)(=O)N3CCCCCC3)ccc21)NC1CCCCCCC1	-0.3	2	-0.5	5	-13	-2.9	-2	-2.3	0
CC1(C)C(=O)Nc2ccccc2N1C(=O)COC(=O)c1cccc(O)c1	-1.0	x	x	-2	-1	-0.2	-26	-1.2	0
Nc1nc(SCC(=O)NCC2CCCO2)[nH]c(=O)c1NC(=O)c1ccco1 (stereo not drawn)	-0.9	-1	-0.9	2	8	-0.3	0	0.8	0
CC(NC(=O)NC12CC3CC(CC(C3)C1)C2)C1CCCO1 (stereo not drawn)	-1.4	6	u	-3	8	0.0	3	1.7	0
CCCCC(=O)N/N=C(\C)CC(=O)Nc1cc(Cl)ccc1OC	0.6	-9	-0.1	1	7	-1.1	10	2.3	2
CCOC(=O)c1cccc(N2C(=O)C3C(C(=O)NC4CC4)C4(C)C=CC3(O4)C2C(=O)NC(C)(C)C)c1 (stereo not drawn)	x	15	-0.3	-4	-1	-0.4	-18	4.9	-5
O=S(=O)(NCCc1ccncc1)c1ccccc1	-1.0	-14	-1.2	4	-3	-0.2	-8	0.7	-2
COc1cc(NC(=O)c2cccc(C)c2)c(Cl)cc1[N+](=O)[O-]	x	-6	-0.6	-3	8	1.4	-10	5.0	-2
CC1CCCCC1NC(=O)c1ccc(S(=O)(=O)NNC(=O)c2ccncc2)cc1 (stereo not drawn)	-14	0	-1.6	7	4	-0.3	-14	-0.3	-2
Cc1ccc(S(=O)(=O)N2CCOC2CNC(=O)C(=O)NCCCc2ccccc2)cc1 (stereo not drawn)	-1.2	1	5.3	7	4	-0.6	0	-1.4	3

Compound profiles, as listed above.
O=S(=O)(NCCc1ccncc1)c1ccccc1 in the list: Mtb BioA inh = -1.0; BoNT-F LC inh = -14; BoNT A protease = -1.2; PrPC surface inh = 4; GDH-TPI inh = -3; FadD28 FP inh = -0.2; CCHF vOTU inh = -8; UGM FP inh = 0.7; Mtb FBA inh = -2
O=C1NC(Cc2c[nH]c3ccccc23)C(=O)N1CCOc1ccccc1 (stereo not drawn) in the list: Mtb BioA inh = x; BoNT-F LC inh = 2; BoNT A protease = 0.7; PrPC surface inh = -7; GDH-TPI inh = -8; FadD28 FP inh = 0.1; CCHF vOTU inh = -3; UGM FP inh = 0.7; Mtb FBA inh = 1
Cc1ccc(S(=O)(=O)N2CCOC2CNC(=O)C(=O)NCCCc2ccccc2)cc1 (stereo not drawn) in the list: Mtb BioA inh = -1.2; BoNT-F LC inh = 1; BoNT A protease = 5.3; PrPC surface inh = 7; GDH-TPI inh = 4; FadD28 FP inh = -0.6; CCHF vOTU inh = 0; UGM FP inh = -1.4; Mtb FBA inh = 3

Later entries:
SMILES	Mtb BioA inh	BoNT-F LC inh	BoNT A protease	PrPC surface inh	GDH-TPI inh	FadD28 FP inh	CCHF vOTU inh	UGM FP inh	Mtb FBA inh
Cc1ccc(C(=O)NNC(=S)Nc2cccc(Cl)c2Cl)cc1[N+](=O)[O-]	5.2	-12	-1.1	x	5	-0.5	x	-2.6	0
CCCCn1c(N)c(N(Cc2ccccc2OC)C(=O)C2=COCCO2)c(=O)[nH]c1=O	x	u	-2.5	-7	1	-1.9	-7	-1.3	0
COc1ccc(CC(C)Nc2ccccc2F)cc1 (stereo not drawn)	-1.1	x	x	1	14	-1.3	6	-1.0	-1
COc1ccc(-n2c(-c3ccccc3)nc3ccccc3c2=O)cc1	x	-12	-2.0	-17	-6	-5.0	8	-1.5	-2
C=C(C)CSc1nnc([C@@H](N)Cc2ccccc2)o1	x	u	u	0	3	-0.6	-5	0.3	0
Cn1cc(/C=N/NC(=O)COc2ccccc2[N+](=O)[O-])c2ccccc21	x	-6	-0.4	-1	14	u	11	0.4	-2
Oc1ccc2cc(Br)ccc2c1CN1CCCC1	-2.2	1	1.3	19	2	-1.2	7	-4.8	5
COCCCn1c(SCC(=O)Nc2ccc(NC(=O)c3ccco3)c(OC)c2)nc2ccccc2c1=O	-0.8	-3	-1.2	-4	17	-0.8	5	1.2	3
Nc1ncnc2c1nc(-c1ccccc1)n2C1OC(CO)C(O)C1O (stereo not drawn)	x	-2	0.6	0	x	-0.5	-7	x	26
CC1CCCC(C)N1C(=O)CNCc1ccc2c(c1)OCO2 (stereo not drawn)	-0.3	7	-1.6	-1	3	-0.6	3	1.2	-1
COC(=O)C1=C(C)N=C2SCCC(=O)N2C1c1cc(Br)ccc1OC (stereo not drawn)	2.9	2	0.1	-3	15	-0.4	12	1.8	1
Cc1ccc(Cl)cc1NC(=O)C(=O)N/N=C/c1ccc2c(c1)OCO2	-1.4	-11	-10	3	3	-0.8	2	0.6	-1
Cc1ccc(NC2=C(Cl)C(=O)OC2OC(C)C)cc1 (stereo not drawn)	x	-3	0.3	1	-1	-0.3	-5	0.2	-1
CC[C@]12c3[nH]c4ccccc4c3CCN1C(=O)C(CC(=O)NCc1cccc(C(F)(F)F)c1)C[C@@H]2C(=O)N1CCN(C(=O)c2ccco2)CC1 (stereo partly drawn)	0.8	-2	0.0	2	5	-1.2	2	-1.4	1
O=C(c1cc(COc2ccc(F)cc2Cl)on1)N1CCCCCC1	3.0	15	0.5	-7	1	1.1	19	-1.2	5
